OX1R antag-1 – OX1R (human) antagonism; O43613; OX1R-expressing cells, FRET antagonist read-out; inhibition, % at 6.6 µM; actives 1.8% (n = 330,000); AID 485270; in the data active means inhibition mostly above about 38%, no sharp cut-off; inactive means mostly below about 40%;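 further: 0% = agonist challenge alone and 100% = reference antagonist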
Target sequence (O43613 whole entry, looked up): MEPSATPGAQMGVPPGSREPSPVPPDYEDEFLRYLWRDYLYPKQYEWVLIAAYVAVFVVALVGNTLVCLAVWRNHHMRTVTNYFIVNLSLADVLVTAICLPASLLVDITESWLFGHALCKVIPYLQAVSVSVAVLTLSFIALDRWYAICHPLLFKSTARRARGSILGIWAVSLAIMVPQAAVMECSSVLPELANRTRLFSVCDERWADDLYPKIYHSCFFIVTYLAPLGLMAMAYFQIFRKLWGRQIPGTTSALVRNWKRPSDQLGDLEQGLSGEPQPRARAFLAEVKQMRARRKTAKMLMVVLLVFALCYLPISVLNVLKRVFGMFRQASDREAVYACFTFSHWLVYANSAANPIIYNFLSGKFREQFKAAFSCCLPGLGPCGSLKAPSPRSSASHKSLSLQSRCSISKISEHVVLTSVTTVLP
OX1R antag-2 – human HCRTR1 antagonism; O43613; CHO/OX1R cells, Fluo-8 calcium fluorescence, orexin A; inhibition, % at 5 µM; actives 0.43% (n = 330,000); AID 434989;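 active means inhibition above its plate's threshold, mean inhibition of all tested compounds on the plate plus 3 SD, cut at about 37% in these data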;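 further: 0% = orexin A challenge wells and 100% = SB-334867-A antagonist wells; not every result past the cut was called active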
CHT PAM – allosteric activators of human choline transporter CHT | CHT-expressing cells, membrane potential dye, choline EC20; stronger effect = higher value; LV-AA mutant CHT in HEK293 cells | B-score at 10 µM | actives 0.49% (n = 310,000);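 active means initial fluorescence not abnormally high and integrated response B-score, plate-corrected, over 3 SD above library mean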
Target sequence (Q9GZV3 whole entry, looked up): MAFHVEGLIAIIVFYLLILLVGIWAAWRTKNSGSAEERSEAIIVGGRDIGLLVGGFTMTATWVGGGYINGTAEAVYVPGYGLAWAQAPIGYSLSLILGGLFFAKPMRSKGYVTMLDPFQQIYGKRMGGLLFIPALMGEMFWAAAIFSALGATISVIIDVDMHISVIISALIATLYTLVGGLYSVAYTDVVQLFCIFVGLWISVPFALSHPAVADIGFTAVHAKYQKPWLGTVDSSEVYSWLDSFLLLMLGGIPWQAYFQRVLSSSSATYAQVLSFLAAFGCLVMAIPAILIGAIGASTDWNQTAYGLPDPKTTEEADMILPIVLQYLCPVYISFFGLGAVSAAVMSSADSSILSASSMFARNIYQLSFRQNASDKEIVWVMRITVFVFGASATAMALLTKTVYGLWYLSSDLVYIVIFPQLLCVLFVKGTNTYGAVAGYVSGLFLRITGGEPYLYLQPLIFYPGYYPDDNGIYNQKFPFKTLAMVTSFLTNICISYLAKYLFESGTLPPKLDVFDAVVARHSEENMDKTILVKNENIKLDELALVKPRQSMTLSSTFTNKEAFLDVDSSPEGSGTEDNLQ
Starred values were filed as active, the others as inactive.

Start of the data: the first two compounds (preview)
For COCCCN1C(=O)c2ccc(C(=O)OCC(=O)N(C)c3ccccc3)cc2C1=O the results were OX1R antag-1 29.6, OX1R antag-2 -29.1 and CHT PAM inactive.
Screening Cc1ccc(C(C)C)c(OC/C(O)=C(\C#N)c2nc3ccccc3[nH]2)c1 returned OX1R antag-1 20.0, OX1R antag-2 -15.6 and CHT PAM inactive.

The listing (from the top)
For COCCCN1C(=O)c2ccc(C(=O)OCC(=O)N(C)c3ccccc3)cc2C1=O the results were OX1R antag-1 29.6, OX1R antag-2 -29.1 and CHT PAM inactive.
Screening Cc1ccc(C(C)C)c(OC/C(O)=C(\C#N)c2nc3ccccc3[nH]2)c1 returned OX1R antag-1 20.0, OX1R antag-2 -15.6 and CHT PAM inactive.
For CC(Sc1nc2ccccc2[nH]1)C(=O)Nc1ccc2c(c1)OCCO2 (centres undefined) the results were OX1R antag-1 18.7, OX1R antag-2 -18.2 and CHT PAM inactive.
Screening CCc1cccc(NC(=O)C2CCN(c3ncnc4sc(C)c(C)c34)CC2)c1 returned OX1R antag-1 14.6 and OX1R antag-2 -12.3.
`Cc1ccccc1Cn1cnc2ccccc2c1=O` gave OX1R antag-1 4.0, OX1R antag-2 -8.2 and CHT PAM inactive.
`CCN(CCn1cccn1)C(=O)CCc1nnc(C2CCCCC2)o1` gave OX1R antag-1 5.1, OX1R antag-2 -20.5 and CHT PAM inactive.
Screening CCOc1ccc(NC(=O)CN2C(=O)CSC(C)C2=O)cc1 (centres undefined) returned OX1R antag-1 15.6, OX1R antag-2 8.0 and CHT PAM inactive.
`COc1ccc(/C=N/NC(=O)c2cccnc2)c2ccccc12` gave OX1R antag-1 7.6, OX1R antag-2 -18.7 and CHT PAM inactive.
Screening Cc1cc(-c2ccccc2)nc(SCC(=O)c2cccc([N+](=O)[O-])c2)n1 returned OX1R antag-1 34.9, OX1R antag-2 14.5 and CHT PAM inactive.
`CCOC(=O)C1CCN(c2c(NCc3ccc(N(C)C)cc3)c(=O)c2=O)CC1` gave OX1R antag-1 3.0, OX1R antag-2 -13.5 and CHT PAM inactive.
`C/C(=N\NC(=O)c1ccc(NS(=O)(=O)c2cccs2)cc1)c1ccccn1` gave OX1R antag-1 5.0, OX1R antag-2 -2.7 and CHT PAM inactive.
CCN(C(=O)Cn1cc(C(C)=O)c2ccccc21)c1ccccc1 was read as OX1R antag-1 10.5, OX1R antag-2 -16.7 and CHT PAM inactive.

4 consecutive records from above, for reference:
Screening Cc1cc(-c2ccccc2)nc(SCC(=O)c2cccc([N+](=O)[O-])c2)n1 returned OX1R antag-1 34.9, OX1R antag-2 14.5 and CHT PAM inactive.
`CCOC(=O)C1CCN(c2c(NCc3ccc(N(C)C)cc3)c(=O)c2=O)CC1` gave OX1R antag-1 3.0, OX1R antag-2 -13.5 and CHT PAM inactive.
`C/C(=N\NC(=O)c1ccc(NS(=O)(=O)c2cccs2)cc1)c1ccccn1` gave OX1R antag-1 5.0, OX1R antag-2 -2.7 and CHT PAM inactive.
CCN(C(=O)Cn1cc(C(C)=O)c2ccccc21)c1ccccc1 was read as OX1R antag-1 10.5, OX1R antag-2 -16.7 and CHT PAM inactive.

Back to the main list; the two compounds before the break are reprinted first.
`C/C(=N\NC(=O)c1ccc(NS(=O)(=O)c2cccs2)cc1)c1ccccn1` gave OX1R antag-1 5.0, OX1R antag-2 -2.7 and CHT PAM inactive.
CCN(C(=O)Cn1cc(C(C)=O)c2ccccc21)c1ccccc1 was read as OX1R antag-1 10.5, OX1R antag-2 -16.7 and CHT PAM inactive.
For O=C(Nc1cccc(S(=O)(=O)NC2=NCCCCC2)c1)c1cc(-c2ccccc2Cl)nc2ccccc12 the results were OX1R antag-1 14.7, OX1R antag-2 -19.2 and CHT PAM inactive.
`O=C(CCCCCN1C(=O)[C@@H]2Cc3ccccc3CN2C1=O)Nc1ccccc1F` gave OX1R antag-1 23.0, OX1R antag-2 -45.1 and CHT PAM inactive.
Screening CC1(C)CC(=O)C(C=NCCN2CCN(CC(=O)Nc3ccc(F)cc3)CC2)=C(O)C1 returned OX1R antag-1 3.6, OX1R antag-2 -4.3 and CHT PAM inactive.
`COc1ccccc1CO/N=C/c1cccn1-c1nccc(N(C)C)c1C#N` gave OX1R antag-1 12.5, OX1R antag-2 -10.9 and CHT PAM inactive.
For Cc1ccc(NC(=O)c2[nH]cnc2C(=O)NN)cc1 the results were OX1R antag-1 22.0, OX1R antag-2 -35.3 and CHT PAM inactive.
`Cc1cc(=O)c(C(=O)O)nn1-c1ccccc1` gave OX1R antag-1 10.7, OX1R antag-2 2.7 and CHT PAM inactive.
Cc1ccc(Cl)c(OCCN2CCCC(C)C2)c1 (centres undefined) was read as OX1R antag-1 6.1, OX1R antag-2 -22.3 and CHT PAM inactive.
For Cc1ccc(S(=O)(=O)Nc2ccc(NC(=O)CN3CCCCC3)c(Cl)c2)cc1 the results were OX1R antag-1 1.0, OX1R antag-2 -21.7 and CHT PAM inactive.
Screening COc1ccc(-n2c(=S)[nH]c3cc(C(=O)Nc4ccc(C)c(F)c4)ccc3c2=O)c(OC)c1 returned OX1R antag-1 44.4, OX1R antag-2 21.2 and CHT PAM inactive.
For COc1ccc(C(=O)NNC(=O)Cc2coc3cc(OC)ccc23)cc1 the results were OX1R antag-1 5.4 and OX1R antag-2 -19.8.
`CCOC(=O)c1[nH]c(C)c(CN(C(C)=O)c2ccc(OCC)cc2)c1C` gave OX1R antag-1 8.7, OX1R antag-2 -23.0 and CHT PAM inactive.
For O=C1CC2(CCN(S(=O)(=O)c3ccccc3)CC2)Oc2ccccc21 the results were OX1R antag-1 17.6, OX1R antag-2 -23.0 and CHT PAM inactive.
For O=C(Nc1ncn[nH]1)c1cc(S(=O)(=O)Nc2ccc(Cl)cc2)ccc1Cl the results were OX1R antag-1 -0.8, OX1R antag-2 -8.5 and CHT PAM inactive.
Screening O=C(CN(C(=O)CNS(=O)(=O)c1ccc(F)cc1)c1ccc(F)cc1)NCc1ccco1 returned OX1R antag-1 14.6, OX1R antag-2 -12.9 and CHT PAM inactive.
`COc1ccc(/C=N/N2CCN(C)CC2)c(OC)c1OC` gave OX1R antag-1 6.5, OX1R antag-2 -15.3 and CHT PAM inactive.
`NCc1ccc2[nH]c(=O)[nH]c2c1` gave OX1R antag-1 18.2, OX1R antag-2 -15.4 and CHT PAM inactive.
`O=C(Cc1nnc(NC(=O)c2ccccc2)s1)N/N=C/c1ccc(O)cc1` gave OX1R antag-1 6.0, OX1R antag-2 7.8 and CHT PAM inactive.
CCOC(=O)c1sc2nc(N3CCOCC3)c3c(c2c1N)CCC3 was read as OX1R antag-1 25.4, OX1R antag-2 -13.1 and CHT PAM inactive.
`C/C(=N/NC(=O)c1cnccn1)c1ccncc1` gave OX1R antag-1 9.2, OX1R antag-2 -10.6 and CHT PAM 6.4*.
Screening CCOc1ccc(-c2nc(N)nc(C)c2-c2ccc(Cl)cc2)c(O)c1 returned OX1R antag-1 0.2, OX1R antag-2 -48.8 and CHT PAM inactive.
Screening Cc1ccc(NC(=O)NCCN2CCCCC2)cc1C returned OX1R antag-1 17.0, OX1R antag-2 -23.6 and CHT PAM inactive.
For COC(=O)[C@@]1(Cc2ccc(F)cc2)[C@H]2c3cc(C(=O)N(C)C)n(CCc4ccccn4)c3C[C@H]2CN1C(=O)c1ccccc1 the results were OX1R antag-1 19.1, OX1R antag-2 -23.6 and CHT PAM inactive.
For Cc1c(C(=O)NC2CCC(C)CC2)oc2ccccc12 (centres undefined) the results were OX1R antag-1 10.8, OX1R antag-2 -19.1 and CHT PAM inactive.
Screening CC(c1ccccc1)n1c(-c2cccs2)nc2c(c(=O)c3ccccc3n2C)c1=O (centres undefined) returned OX1R antag-1 12.7, OX1R antag-2 -16.7 and CHT PAM inactive.
Screening O=C(NCCCN1CCOCC1)c1ccc(S(=O)(=O)Nc2ccccc2F)cc1 returned OX1R antag-1 9.9, OX1R antag-2 -4.6 and CHT PAM inactive.
`CN(c1ccccc1)S(=O)(=O)c1cccc(NC(=O)c2nn(C)c(=O)c3ccccc23)c1` gave OX1R antag-1 5.7 and OX1R antag-2 -3.1.
For COc1cc(C(=S)N2CCOCC2)ccc1OS(=O)(=O)c1ccc(NC(C)=O)cc1 the results were OX1R antag-1 15.5, OX1R antag-2 -20.1 and CHT PAM inactive.
`O=C(O)c1cccc(N=NN2CCCCCC2)c1` gave OX1R antag-1 15.1, OX1R antag-2 -3.2 and CHT PAM inactive.
For COc1ccc(/C=C2/C(=O)OCc3cc(OC)c(OC)cc32)c(OC)c1 the results were OX1R antag-1 18.1, OX1R antag-2 -3.9 and CHT PAM inactive.
For Cc1ccc(S(=O)(=O)NCC(=O)OCC(=O)N2CCN(C(=O)c3ccco3)CC2)cc1C the results were OX1R antag-1 27.3, OX1R antag-2 -4.6 and CHT PAM inactive.
`S=C(NCc1ccc(Cl)cc1Cl)NC1CCCCC1` gave OX1R antag-1 10.9, OX1R antag-2 8.0 and CHT PAM inactive.
Screening Cc1cccc(-c2noc(CCCC(=O)Nc3cccnc3)n2)c1 returned OX1R antag-1 7.7, OX1R antag-2 -9.1 and CHT PAM inactive.
COC(=O)c1cc(NC(=O)CC2C(=O)NCCN2C(=O)c2ccc(F)cc2)cc(C(=O)OC)c1 (centres undefined) was read as OX1R antag-1 14.2, OX1R antag-2 -12.5 and CHT PAM inactive.
Screening C/C(N)=C(/C#N)C(=O)CSc1ncnc2ccccc12 returned OX1R antag-1 13.3, OX1R antag-2 -20.7 and CHT PAM inactive.
For COC(=O)c1cccc(Oc2cccc(C(F)(F)F)c2)n1 the results were OX1R antag-1 11.3, OX1R antag-2 -8.4 and CHT PAM inactive.
For COc1cccc(CN2CCN(Cc3ccon3)CC2CCO)c1 (centres undefined) the results were OX1R antag-1 5.5, OX1R antag-2 -12.4 and CHT PAM inactive.
C/C(=N\NC(=O)COc1ccc(C(C)(C)C)cc1)c1ccc(N2CCOCC2)cc1 was read as OX1R antag-1 11.3, OX1R antag-2 -36.0 and CHT PAM inactive.
COc1ccccc1N1CCN(C(=O)C2CCCN(c3ncnc4c3nc3n4CCCCC3)C2)CC1 (centres undefined) was read as OX1R antag-1 6.1, OX1R antag-2 -30.9 and CHT PAM inactive.
For O=C(C1CN(C(=O)c2cc3cc(Cl)ccc3o2)c2ccccc2O1)N1CCCCC1 (centres undefined) the results were OX1R antag-1 20.1 and OX1R antag-2 -8.3.
Screening Cn1c(SCC(=O)Nc2ccc3cn[nH]c3c2)nnc1-c1cnccn1 returned OX1R antag-1 15.3, OX1R antag-2 -4.2 and CHT PAM inactive.
COc1cc(C(=O)N[C@@H](C)C(=O)NCc2ccco2)cc(OC)c1OC was read as OX1R antag-1 -6.5, OX1R antag-2 -1.0 and CHT PAM inactive.
Screening CN(C)S(=O)(=O)N1CCC(Oc2cccc(C(=O)N3CCCCCCC3)c2)CC1 returned OX1R antag-1 43.8, OX1R antag-2 -12.7 and CHT PAM inactive.
CCn1c(SCC(=O)NCc2ccccc2)nc2c(c1=O)SC(C)C2 (centres undefined) was read as OX1R antag-1 16.9, OX1R antag-2 -15.9 and CHT PAM inactive.
CCN(CC)C(=O)c1sc(NC(=O)c2ccc3c(c2)OCO3)c(C#N)c1C was read as OX1R antag-1 -3.2, OX1R antag-2 -5.0 and CHT PAM inactive.
For CCOc1ccc(CCNC(=O)Cn2cccc2C(=O)c2ccccc2)cc1OCC the results were OX1R antag-1 27.4, OX1R antag-2 -17.0 and CHT PAM inactive.
`O=C(NCCc1nc2ccccc2[nH]1)Nc1ccccc1` gave OX1R antag-1 -1.4, OX1R antag-2 4.2 and CHT PAM inactive.
`CCOc1ccc(NC(=O)COc2ccc(C(=O)NCc3cccc(OC)c3)cc2OC)cc1` gave OX1R antag-1 2.7 and OX1R antag-2 -19.1.
CN(C)S(=O)(=O)N1CCC(CCCC2CCN(S(=O)(=O)N(C)C)CC2)CC1 was read as OX1R antag-1 1.0, OX1R antag-2 -3.5 and CHT PAM inactive.
Screening CCOC(=O)CSc1nc2ccccc2c(=O)n1CC returned OX1R antag-1 20.1, OX1R antag-2 -12.3 and CHT PAM inactive.
CCN1C(c2ccccc2)=C(c2ccccc2)S/C1=C\C=C1/SC(=S)N(C)C1=O was read as OX1R antag-1 9.3, OX1R antag-2 -28.5 and CHT PAM inactive.
Screening Cc1ccc(C2=CC(=O)C[C@H](c3ccc4c(c3)OCO4)C2)cc1 returned OX1R antag-1 -1.6 and OX1R antag-2 -5.2.
Screening O=C(/C=C/c1ccccc1[N+](=O)[O-])NCc1ccncc1 returned OX1R antag-1 23.4, OX1R antag-2 3.8 and CHT PAM inactive.
`COc1ccc(OC)c(S(=O)(=O)N2CCNCC2)c1` gave OX1R antag-1 -0.8, OX1R antag-2 -11.3 and CHT PAM inactive.
For CC1CCCCC1NC(=O)c1ccc(N2CCCC2=O)cc1 (centres undefined) the results were OX1R antag-1 11.7, OX1R antag-2 2.3 and CHT PAM inactive.
Screening COc1ccc(C(=O)c2coc3ccc(OC(C)=O)cc23)cc1 returned OX1R antag-1 6.3, OX1R antag-2 -17.0 and CHT PAM inactive.
For Cc1ccc(S(=O)(=O)N2CCC(=O)N(C(CO)Cc3ccccc3)CC2)cc1 (centres undefined) the results were OX1R antag-1 17.2, OX1R antag-2 -19.9 and CHT PAM inactive.
Screening O=C(O)c1ccnc(SCC(=O)c2ccccc2)c1 returned OX1R antag-1 -1.8, OX1R antag-2 1.0 and CHT PAM inactive.
COC(=O)C(C)Sc1nc2c(cnn2-c2ccc(F)cc2)c(=O)[nH]1 (centres undefined) was read as OX1R antag-1 -8.7, OX1R antag-2 -5.8 and CHT PAM inactive.
For COc1ccc(CC(=O)NC2CCCCCC2)c(OC)c1 the results were OX1R antag-1 8.2, OX1R antag-2 -14.3 and CHT PAM inactive.
For CC1CCN(CC(=O)Nc2ccc(S(=O)(=O)NC3CC3)cc2)CC1 the results were OX1R antag-1 7.4, OX1R antag-2 -13.0 and CHT PAM inactive.
`CN(C)S(=O)(=O)c1cccc(NC(=O)COC(=O)C2(c3ccccc3F)CCCC2)c1` gave OX1R antag-1 33.8, OX1R antag-2 7.4 and CHT PAM inactive.
